# BoNT F protease: BoNT F light chain protease inhibition; hit rate 0.22% among 360,000; inhibition, % at 10 µM; Multiplex microsphere protease cleavage assay, flow cytometry; in the data active means inhibition above about 35%, passing the limit was not always enough; inconclusive means no clear call, values can overlap the other calls; further: plate controls were buffer without enzyme for full effect and enzyme alone for no effect
# VHR inh abs: DUSP3 (human) phosphatase inhibition | P51452 | recombinant VHR phosphatase, pNPP absorbance | inhibition, % at 13.3 µM | hit rate 0.52% among 290,000 | AID 1654; in the data active means inhibition above about 50%; further: some compounds called inactive have numbers as strong as hits
# Target sequence (P51452 whole entry, looked up): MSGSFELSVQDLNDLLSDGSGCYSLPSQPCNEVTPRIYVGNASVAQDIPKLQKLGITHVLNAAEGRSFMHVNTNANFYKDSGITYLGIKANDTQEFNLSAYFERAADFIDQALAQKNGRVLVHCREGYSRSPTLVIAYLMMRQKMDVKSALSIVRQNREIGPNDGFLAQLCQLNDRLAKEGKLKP
# FBA Mtb inh: inhibits M. tuberculosis FBA enzyme; P9WQA3; purified M. tuberculosis FBA, fluorescence read-out; inhibition, % at 1 µM; hit rate 2.3% among 360,000; AID 588726; in the data active means inhibition above about 27%;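 further: 0% = vehicle and 100% = reference inhibitor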
# Target sequence (P9WQA3 whole entry, looked up): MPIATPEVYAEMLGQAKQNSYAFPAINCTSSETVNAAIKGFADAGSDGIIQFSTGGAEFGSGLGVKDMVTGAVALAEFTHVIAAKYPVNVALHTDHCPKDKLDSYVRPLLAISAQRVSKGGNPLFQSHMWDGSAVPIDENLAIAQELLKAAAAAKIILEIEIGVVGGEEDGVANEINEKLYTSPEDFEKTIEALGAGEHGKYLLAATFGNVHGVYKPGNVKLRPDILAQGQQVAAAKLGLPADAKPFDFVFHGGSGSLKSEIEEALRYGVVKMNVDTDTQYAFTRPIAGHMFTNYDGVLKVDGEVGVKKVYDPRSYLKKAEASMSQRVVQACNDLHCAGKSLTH
# Rv3671c inh: inhibitors of M. tuberculosis serine protease Rv3671c; P9WHR9; inhibition, % at 5.96 µM; hit rate 0.048% among 320,000; in the data active means inhibition above about 38%;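 further: extracellular domain of Rv3671c used as enzyme; 0% = enzyme with DMSO and 100% = no enzyme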
# FadD28 binding: blocks FadD28 binding to the bisubstrate probe | fluorescence polarization | inhibition, % at 12.5 µM | hit rate 0.22% among 360,000 | AID 588549; in the data active means inhibition above about 8.5%, passing the limit was not always enough; inconclusive means no clear call, values can overlap the other calls
# GDH-TPI inh: GDH-TPI coupled enzyme inhibition counter-screen; hit rate 1.2% among 360,000; inhibition, % at 4.8 µM; GDH-TPI coupled enzyme counterscreen, NADH absorbance; AID 588335;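 further: 0% = DMSO wells and 100% = wells lacking the enzyme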
# MazEF act: increases E. coli MazEF RNase cleavage of RNA | AID 504720 | hit rate 0.32% among 350,000 | activation, % at 20 µM | FAM/BHQ RNA-DNA oligo cleavage fluorescence, 5 h | P0AE70; in the data active means activation above about 50%
# Target sequence (P0AE70 whole entry, looked up): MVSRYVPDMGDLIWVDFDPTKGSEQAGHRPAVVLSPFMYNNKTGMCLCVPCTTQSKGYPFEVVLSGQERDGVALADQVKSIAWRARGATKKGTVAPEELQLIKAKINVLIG
# CCHF vOTU inh: blocks the CCHF virus ovarian tumor domain protease. CCHFV vOTU protease, Pep-AMC fluorescence. inhibition, % at 11.5 µM. hit rate 0.55% among 370,000; further: 0% = vehicle wells with enzyme and 100% = no enzyme wells
# Mtb UGM inh: blocks M. tuberculosis UGM enzyme. inhibition, % at 10 µM. hit rate 0.06% among 320,000. P9WIQ1. purified UGM, fluorescence polarization probe displacement; in the data active means inhibition above about 10%, passing the limit was not always enough; inconclusive means no clear call, values can overlap the other calls
# Target sequence (P9WIQ1 whole entry, looked up): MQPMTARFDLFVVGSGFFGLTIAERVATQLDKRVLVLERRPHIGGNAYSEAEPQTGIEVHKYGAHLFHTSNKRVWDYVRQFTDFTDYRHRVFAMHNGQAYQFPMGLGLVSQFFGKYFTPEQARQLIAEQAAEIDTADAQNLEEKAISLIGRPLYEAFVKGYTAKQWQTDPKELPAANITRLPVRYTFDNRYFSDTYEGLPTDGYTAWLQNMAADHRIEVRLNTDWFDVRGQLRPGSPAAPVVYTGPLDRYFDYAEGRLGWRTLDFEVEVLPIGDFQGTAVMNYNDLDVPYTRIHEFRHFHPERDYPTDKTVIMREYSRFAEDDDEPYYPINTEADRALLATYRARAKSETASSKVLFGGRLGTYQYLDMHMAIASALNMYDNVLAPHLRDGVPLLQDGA
# Mtb BioA inh: BioA (M. tuberculosis) enzyme inhibition. purified M. tuberculosis BioA enzyme, plate reader. inhibition, % at 9.99 µM. hit rate 0.096% among 360,000; in the data active means inhibition above about 40%; inconclusive means no clear call, values can overlap the other calls
# An asterisk follows results filed as active; ? = inconclusive; nt = not tested or not shown. Unless noted, no stated cut-off is given here; in the data, active means inhibition above about 30%; inactive means the rest.
(1) CN1C(C(=O)Nc2ccc(OC(F)(F)F)cc2)=CC(c2ccco2)=NS1(=O)=O
(2) Cc1cnc(NC(=O)Cc2ccc(S(=O)(=O)N3CCOCC3)s2)s1
(3) CCOC(=O)c1cn2nc(Oc3cccc(C(F)(F)F)c3)ccc2n1
(4) Cc1ccc(C(=O)OCc2ccc3c(c2)OCO3)cc1S(=O)(=O)N1CCCCC1
(5) Cc1cc(C)cc(NC(=O)CSc2nc3nc(C)cc(C)c3c(=O)[nH]2)c1
(6) Cc1ncc(CO)c(/C=N/NC(=O)c2ccoc2C)c1O
(7) CCc1ccc(N(CC(=O)N2CCCCCC2)S(C)(=O)=O)cc1
(8) CCOC(=O)c1cn(CC)c2ccc(S(=O)(=O)N3CC(C)CC(C)C3)cc2c1=O (centres undefined)
assay / compound	1	2	3	4	5	6	7	8
BoNT F protease	1.7	-7.6	nt	-12.2	1.1	-1.3	8.3	-1.0
VHR inh abs	-9.0	nt	7.7	-8.0	nt	nt	24.9	12.0
FBA Mtb inh	-1.0	-0.7	66.0*	-1.5	0.3	33.2*	6.3	-0.1
Rv3671c inh	-4.0	-0.8	3.0	-9.1	-26.9	nt	1.1	3.5
FadD28 binding	-2.9	-2.2	-1.3	-2.4	-6.0	-1.3	-1.3	-0.8
GDH-TPI inh	14.3	6.9	5.4	-2.4	-0.6	10.4	0.0	14.3
MazEF act	3.0	1.4	4.5	-6.7	-3.7	-19.3	13.2	4.0
CCHF vOTU inh	26.2	2.6	-22.8	-2.5	-1.3	-57.2	-7.6	-11.0
Mtb UGM inh	-1.0	5.7	0.7	-0.6	5.0	nt	-0.9	-0.3
Mtb BioA inh	9.4	nt	nt	-10.3	-1.1	-1.5	0.0	0.9

(9) CC(Oc1ccc2c3c(c(=O)oc2c1)CCCC3)C(=O)NCCN1CCOCC1 (centres undefined)
(10) Cc1ccc(NC(=O)c2cccc(OC(F)F)c2)c(OC(F)F)c1
(11) CCOc1ccc(/C=N/OCC(=O)Nc2ccc(OCc3ccccc3)cc2)cc1OC
(12) Cc1ccc(N(CC(=O)Nc2ccc(F)c(Cl)c2)S(=O)(=O)c2c(C)noc2C)cc1
(13) CCCN(CC(=O)Nc1ccc(Cl)cc1Cl)C(=O)/C=C/c1cc(OC)ccc1OC
(14) O=c1c2c(nc3c(-c4ccccc4)c[nH]n13)CCC2
(15) CC(=O)c1ccc(OC(=O)COc2ccccc2)cc1
(16) O=C(Cn1nc(-c2ccc(Cl)cc2)ccc1=O)NCC1COCCO1 (centres undefined)
assay / compound	9	10	11	12	13	14	15	16
BoNT F protease	3.8	-4.1	-2.3	-0.9	-3.7	-0.2	4.0	-9.4
VHR inh abs	2.8	-1.5	8.5	7.1	40.4	19.2	-8.4	52.0*
FBA Mtb inh	51.3*	2.8	2.6	3.0	28.4*	42.6*	-0.3	1.6
Rv3671c inh	3.4	-9.3	-11.5	-28.4	-3.5	8.5	3.7	-0.4
FadD28 binding	-2.0	-2.4	-1.2	-3.8	0.3	-2.3	-0.5	-2.8
GDH-TPI inh	12.2	0.8	14.0	1.2	7.2	9.9	5.4	-4.7
MazEF act	-1.6	2.7	-10.6	-0.3	6.0	-3.6	-3.6	1.9
CCHF vOTU inh	-7.0	-1.5	2.9	-0.8	-32.2	-9.0	-7.6	8.6
Mtb UGM inh	0.2	-1.2	3.2	-0.3	-2.5	-2.7	1.3	0.3
Mtb BioA inh	0.7	-1.6	nt	-0.3	-1.3	15.5	4.8	0.9

(17) CCOC(=O)N1CCN(C(=O)CSc2nc(CC)nc3c2c(=O)n(C)c(=O)n3C)CC1
(18) CC(C)N1C(=O)C(O)(C2COC(C)(C)CC2=O)c2ccccc21 (centres undefined)
(19) CNc1ncc(C(=O)c2ccc(F)cc2)s1
(20) COc1ccc(CCNC(=O)CSc2ncc(C(=O)Nc3ccccc3)c(=O)n2C)cc1
(21) COc1ccc(C(NC(=O)CC(C)C)NC(=O)CC(C)C)cc1OC
(22) CC(=O)Oc1cccc(/C=C2\Sc3ccccc3C2=O)c1
(23) O=C(Nc1ccc(SC(F)F)cc1)c1ccc(F)cc1
(24) Cc1ccc(/C=C/C(=O)NC(=S)Nc2ccccc2C(=O)NC2CCCCC2)cc1
assay / compound	17	18	19	20	21	22	23	24
BoNT F protease	-5.5	5.1	-8.7	-2.6	13.9	-0.5	-5.6	1.4
VHR inh abs	-4.9	34.4	5.8	nt	17.6	3.5	17.8	31.1
FBA Mtb inh	2.7	-2.5	2.4	0.7	3.9	-5.8	-3.7	1.0
Rv3671c inh	5.3	3.1	-12.7	0.1	5.4	1.6	-10.7	-8.5
FadD28 binding	0.7	-1.5	-0.5	0.0	-2.8	-1.0	-3.4	-3.7
GDH-TPI inh	-7.5	0.9	26.8	2.8	-14.5	16.1	-15.3	1.1
MazEF act	5.5	2.1	-2.9	-42.1	2.9	-31.4	11.2	-34.8
CCHF vOTU inh	-5.8	4.3	0.0	-3.1	-5.1	0.5	20.9	-4.2
Mtb UGM inh	-3.6	1.1	0.2	2.3	1.1	0.0	1.4	1.6
Mtb BioA inh	0.0	nt	nt	nt	-1.9	nt	nt	0.3

(25) O=C(CSCc1ccccc1Cl)Nc1c[nH]c(=O)[nH]c1=O
(26) CCN(C(=O)c1c(OC)cccc1OC)c1nnc(-c2cccnc2)s1
(27) CCOC(=O)Cc1csc(NS(=O)(=O)c2ccccc2)n1
(28) CC(=O)Nc1ccc(NS(=O)(=O)c2cc(-c3n[nH]c(=O)c4ccccc34)ccc2C)cc1
(29) CC(NC(=O)c1ccccc1)C(=O)OCC(=O)N1c2ccccc2Sc2ccccc21 (centres undefined)
(30) COCCCNCCOc1ccc(C(C)(C)c2ccccc2)cc1
(31) O=C(O)c1cccc(N/N=C(\N=Nc2ccccc2)c2ccccc2)c1
(32) CCOc1cc(CNS(=O)(=O)c2cn(C)cn2)cc(OCC)c1OCC
assay / compound	25	26	27	28	29	30	31	32
BoNT F protease	0.5	-13.3	0.9	41.1*	-17.0	-7.5	-6.0	3.1
VHR inh abs	8.2	-17.6	29.7	21.1	-1.5	1.0	nt	19.0
FBA Mtb inh	2.5	-0.1	1.1	-6.9	-0.6	3.6	1.1	1.7
Rv3671c inh	-4.1	-19.2	-5.7	-23.1	3.7	2.0	18.8	-15.0
FadD28 binding	-6.0	-3.0	-0.8	-9.7	0.2	-1.3	5.6	-0.1
GDH-TPI inh	-3.3	8.6	3.8	-6.2	2.5	-1.1	5.8	0.7
MazEF act	5.2	-2.4	-0.7	-0.3	0.0	1.6	-4.1	-9.1
CCHF vOTU inh	-24.8	7.2	-1.0	-5.8	7.3	3.1	4.1	4.7
Mtb UGM inh	nt	-1.9	1.7	-0.2	0.5	1.7	-0.4	2.0
Mtb BioA inh	-2.1	-0.2	-1.8	0.5	0.8	nt	0.4	-1.0

(33) CC(C)Cn1c(N)c(C(=O)CSc2nncs2)c(=O)n(C)c1=O
(34) CCN1CCN(c2ccc(S(=O)(=O)N3CCCCC3)cc2NC(=O)c2sccc2C)CC1
(35) O=C(Nc1ccccc1Cl)c1cc(C2CCCN(C(=O)c3cccs3)C2)on1 (centres undefined)
(36) COc1c2ccoc2nc2c(OC)c(O)ccc12
(37) O=C1NC(=O)C(=Cc2ccsc2)C(=O)N1
(38) O=C1C(SCCO)=C(SCCO)C(=O)c2ccccc21
(39) CCCCOc1ccc(/C=C(\C#N)C(=O)NC2CC2)cc1
(40) Cc1ccc(C(NC(=O)N2CCOCC2)C(Cl)(Cl)Cl)cc1F (centres undefined)
assay / compound	33	34	35	36	37	38	39	40
BoNT F protease	4.1	nt	-6.7	-4.3	2.6	-1.4	50.5*	-5.1
VHR inh abs	nt	nt	nt	20.6	20.4	nt	nt	13.3
FBA Mtb inh	-1.0	-1.3	-1.5	6.0	1.0	-3.6	-1.8	-2.2
Rv3671c inh	-15.2	-3.9	nt	11.8	-8.8	-139.4	-4.6	-7.7
FadD28 binding	-3.9	-3.2	-1.7	-1.9	-4.1	-1.2	-3.8	-3.9
GDH-TPI inh	-2.8	-4.5	10.6	9.0	-8.8	6.3	17.6	-2.7
MazEF act	1.1	-3.3	nt	9.5	-1.6	-9.9	5.3	5.7
CCHF vOTU inh	0.3	7.7	7.9	-0.5	0.3	113.5*	11.5	-0.1
Mtb UGM inh	-2.2	0.6	nt	0.3	-0.5	2.5	-0.2	0.3
Mtb BioA inh	5.0	1.1	0.9	-1.8	-0.1	2.5	9.9	nt

(41) COC(=O)c1c(C)n(-c2ccc(C)cc2)c2ccc(O)cc12
(42) COc1cccc(-c2nnc3n2N=C(C(C)(C)C)CS3)c1
(43) CCN(CC)CCN(C(=O)c1ccc2c(c1)OCCO2)c1nc2cc(C)cc(C)c2s1
(44) CC(Oc1ccc(Br)cc1)C(=O)N(C)CC(=O)Nc1ccc(N2CCOCC2)cc1 (centres undefined)
(45) Cc1ccccc1C(=O)NNC(=O)CSc1nc2ccccc2c(=O)[nH]1
(46) CCCCn1c(=N)n(CC(O)COc2ccccc2)c2ccccc21 (centres undefined)
(47) O=C(O)COc1ccccc1/C=N/NC(=O)CSc1nc2ccccc2n1Cc1ccc(Cl)cc1
(48) CN(C(=O)c1ccccc1-c1ccccc1C(=O)O)c1ccccc1
assay / compound	41	42	43	44	45	46	47	48
BoNT F protease	-5.0	-1.6	-8.6	nt	-7.6	-6.2	0.4	?
VHR inh abs	-4.6	23.2	17.5	nt	13.6	11.3	24.6	6.5
FBA Mtb inh	-2.7	1.2	-2.0	1.1	2.1	3.4	0.3	-1.7
Rv3671c inh	-4.9	-2.8	13.0	4.5	7.3	10.9	-11.8	1.6
FadD28 binding	-3.0	-0.5	-4.7	-2.2	-1.0	-2.6	-7.8	-0.1
GDH-TPI inh	-11.9	1.8	3.4	-14.3	16.5	-5.8	16.2	-2.6
MazEF act	-4.5	8.4	0.5	-0.5	10.3	18.9	25.2	-29.9
CCHF vOTU inh	9.7	13.1	2.7	-9.1	-3.7	-1.5	21.2	0.6
Mtb UGM inh	nt	-6.3	-1.7	-2.0	0.1	-0.4	0.3	0.1
Mtb BioA inh	-0.7	2.4	-0.8	-0.5	nt	4.5	6.5	-1.6

# A portion from further up, for reference:
(41) COC(=O)c1c(C)n(-c2ccc(C)cc2)c2ccc(O)cc12
(42) COc1cccc(-c2nnc3n2N=C(C(C)(C)C)CS3)c1
assay / compound	41	42
BoNT F protease	-5.0	-1.6
VHR inh abs	-4.6	23.2
FBA Mtb inh	-2.7	1.2
Rv3671c inh	-4.9	-2.8
FadD28 binding	-3.0	-0.5
GDH-TPI inh	-11.9	1.8
MazEF act	-4.5	8.4
CCHF vOTU inh	9.7	13.1
Mtb UGM inh	nt	-6.3
Mtb BioA inh	-0.7	2.4

# Continuation.
(49) O=C(COc1ccc2c(-c3ccccc3)cc(=O)oc2c1)NC(Cc1c[nH]c2ccccc12)C(=O)O (centres undefined)
(50) O=C(Nn1cnnc1)C1Cc2ccccc2CN1S(=O)(=O)c1ccc(F)cc1 (centres undefined)
(51) COCCNc1nc2cc(-c3cccc(Cl)c3)sc2c(=O)n1C
(52) CCC1CCCCN1CCCNC(=O)c1c(O)nc2cc(C)ccn2c1=O (centres undefined)
(53) O=C(NCc1ccccn1)C(=O)NCC1OCCN1C(=O)c1ccc(Cl)cc1 (centres undefined)
(54) O=C(Nc1ccc2ccccc2c1)C(=O)C1C(=O)Nc2ccccc21 (centres undefined)
(55) COc1ccc(CN(C(=O)c2cc(=O)c3ccccc3o2)C2CCS(=O)(=O)C2)cc1 (centres undefined)
assay / compound	49	50	51	52	53	54	55
BoNT F protease	-11.9	2.7	1.6	6.2	14.7	nt	4.8
VHR inh abs	nt	-8.6	nt	17.7	-3.0	9.1	7.3
FBA Mtb inh	0.3	7.2	3.7	12.9	6.3	nt	-3.0
Rv3671c inh	-3.0	-3.6	nt	-1.5	-6.7	6.6	5.3
FadD28 binding	-1.5	-2.1	-1.7	-1.1	2.8	nt	-3.2
GDH-TPI inh	10.3	20.7	4.6	13.8	-1.1	nt	6.0
MazEF act	10.8	-0.4	nt	9.2	-8.3	nt	12.4
CCHF vOTU inh	7.8	11.4	-2.6	4.3	-2.0	-5.9	10.3
Mtb UGM inh	-1.1	2.9	nt	0.2	-1.1	-2.6	-0.4
Mtb BioA inh	9.2	0.0	-0.7	-3.0	-3.2	nt	4.1

# Screening data (PubChem)

# Compounds were not picked by outcome. About 4.9% of those tested had a hit in this group.
